D1 ag = agonists of human D1 dopamine receptor | P21728 | HEK293 T-REx D1 cells, calcium flux, agonist mode | activation, % at 2 µM | hit rate 1% among 360,000; in the data active = activation above about 30%; note: 0% is about no effect
Target sequence (P21728 whole entry, looked up): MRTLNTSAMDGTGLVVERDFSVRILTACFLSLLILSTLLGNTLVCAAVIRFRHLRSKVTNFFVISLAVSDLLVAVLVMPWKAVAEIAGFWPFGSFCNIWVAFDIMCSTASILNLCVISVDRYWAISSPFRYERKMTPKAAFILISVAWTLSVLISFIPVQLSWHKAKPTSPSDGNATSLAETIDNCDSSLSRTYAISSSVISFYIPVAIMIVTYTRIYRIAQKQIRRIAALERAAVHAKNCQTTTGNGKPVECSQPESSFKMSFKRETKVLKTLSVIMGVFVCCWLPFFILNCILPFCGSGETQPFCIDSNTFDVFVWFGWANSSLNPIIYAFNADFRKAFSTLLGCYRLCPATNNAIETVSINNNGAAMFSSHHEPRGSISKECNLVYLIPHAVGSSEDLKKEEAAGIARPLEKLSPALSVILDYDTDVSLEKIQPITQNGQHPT
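Inducible HEK293 T-REx D1 cells, force-coupled to calcium signalling, were plated at 4000 cells/well with tetracycline and held overnight at 30 C. After no-wash calcium dye loading, compound-evoked calcium rise over 180 s flagged agonists.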
Vif-A3F inh = Vif-A3F binding inhibition; AID 602313; HeLa A3F-eYFP + Vif (tagged APOBEC3F with the HIV-1 protein that degrades it), YFP fluorescence increase; Potency, µM (doses to about 46.1 µM), without a hit: at the top dose activity, negative = active; hit rate 0.2% among 390,000; note: potency is the fitted concentration of half-maximal effect; % of control where 0% means no effect; nearly all actives have a fitted effect of over 65% in size
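HeLa cells stably expressing Vif plus C-terminally eYFP-tagged A3F were seeded, incubated overnight at 37 deg C, dosed with compound, incubated overnight again at 37 deg C. Yellow fluorescence (Ex 488/Em 500-530) reported blocked Vif-mediated A3F-eYFP degradation.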
D2 potentiator = D2 dopamine receptor (human) potentiation. P14416. HEK293 T-REx D2, calcium flux, EC20 dopamine potentiation. potentiation, % at 10 µM. hit rate 0.34% among 340,000. AID 485347;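 active = potentiation over 3 SD above the plate norm, cut at about 30% in these data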; note: 0% is about no effect
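Potentiation of an EC20 dopamine calcium response is measured in a force-coupled, tetracycline-inducible Hek293 Trex D2 line. Compound-only kinetic reads over 180 s flag agonists before dopamine addition.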
Vif-A3G inh = inhibitors of Vif-APOBEC3G interaction | hit rate 0.076% among 410,000 | HeLa A3G-eYFP + Vif (tagged APOBEC3G with the HIV-1 protein that degrades it), YFP fluorescence, overnight | Q9HC16 | AID 602310 | Potency, µM (series often up to 46.1 µM), for inactives: at the highest dose activity, negative = active, actives largely listed as inhibitors;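 note: potency is the fitted concentration of half-maximal effect; % is set by controls: 0 for no effect and ±100 for the full control effect; nearly all actives have a fitted effect of over 60% in size; hits raise eYFP signal because A3G escapes Vif-driven loss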
Target sequence (Q9HC16 whole entry, looked up): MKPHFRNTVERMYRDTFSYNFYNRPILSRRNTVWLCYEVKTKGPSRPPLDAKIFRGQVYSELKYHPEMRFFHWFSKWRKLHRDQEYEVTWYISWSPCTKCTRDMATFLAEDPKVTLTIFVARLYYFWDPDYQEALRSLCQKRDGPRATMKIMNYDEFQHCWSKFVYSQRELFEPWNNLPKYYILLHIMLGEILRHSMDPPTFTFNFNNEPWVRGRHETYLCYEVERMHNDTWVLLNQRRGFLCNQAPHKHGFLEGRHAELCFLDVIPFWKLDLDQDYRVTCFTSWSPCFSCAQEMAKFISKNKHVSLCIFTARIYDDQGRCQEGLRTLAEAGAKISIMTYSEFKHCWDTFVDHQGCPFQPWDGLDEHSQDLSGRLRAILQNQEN
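HeLa cells stably expressing Vif and C-terminally eYFP-tagged A3G, seeded overnight at 37 deg C, then exposed to compound by pintool overnight at 37 deg C. Rise in yellow fluorescence (Ex 488/Em 500-530, Acumen) marks blocked Vif-driven A3G degradation.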
D1 antag = antagonists of human D1 dopamine receptor; P21728; HEK293 TREx D1 cells, calcium flux, dopamine EC80; stronger effect = lower value; activity change, negative = inhibition, % at 10 µM; hit rate 3.2% among 360,000; in the data active = activity change below about -30%; note: % is set by controls: 0 for no effect and ±100 for the full control effect
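Tetracycline-induced HEK293 T-REx cells with force-coupled D1 receptor were loaded with a no-wash calcium dye. Compound was added after a 10 s baseline and read kinetically for 180 s; EC80 dopamine was then added and calcium flux followed another 180 s.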
D1 PAM = human D1 dopamine receptor positive modulation | P21728 | HEK293 TREx D1 cells, calcium flux, dopamine EC20 potentiation | potentiation, % at 10 µM | hit rate 0.036% among 360,000; in the data active = potentiation above about 30%; note: 0% is about no effect
LDHA block = inhibitors of human lactate dehydrogenase A; P00338; AID 1347041; purified LDHA, NADH/diaphorase-resazurin fluorescence; stronger effect = lower value; hit rate 0.15% among 480,000; activity change, % (values are at about 110 or 230 µM); in the data active = activity change below about -30%; inconclusive = mostly about -25% to -30%;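 note: plate controls were DMSO wells for no effect and wells without enzyme for full effect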
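LDH5 2 nM; NADH 0.06 mM, pyruvate 0.2 mM; 200 mM Tris pH 7.4, EDTA, Tween-20; 5 min RT. Detection: diaphorase 0.133 mg/mL + resazurin 37 µM, fluorescence ex540/em590 at 0 and 20 min; normalized to enzyme-free and DMSO wells.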
Glioma ERSR ind = inducers of ER stress response in human glioma cells; U87-MG GRP78 promoter luciferase reporter, 16 h; Potency, µM, inactives show at the top dose activation, actives largely listed as activators; hit rate 0.02% among 420,000; note: potency is the fitted concentration of half-maximal effect; series mostly up to about 76 µM; % of control where 0% means no effect; nearly all actives have a fitted effect of over 35% in size
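ERSR induction read as luciferase luminescence (Bright-Glo, 10 min at room temperature) in stably transfected human U87-MG glioma cells exposed to compounds for 16 h, using GRP78 as sensor.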
RXFP1 ag = RXFP1 (human) receptor agonism; Q9HBX9; hit rate 0.3% among 370,000; HEK293T-RXFP1 cAMP TR-FRET, 30 min; response scale: percent of porcine relaxin response, buffer zero; Potency, µM (series often up to 57.5 µM), for the others: at the top dose activation, actives largely listed as activators; note: potency is the fitted concentration of half-maximal effect; % is set by controls: 0 for no effect and ±100 for the full control effect; nearly all actives have a fitted effect of over 60% in size; many of its hits are not listed in these tables
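cAMP rise read by TR-FRET after 30 min, 37C compound exposure (up to 58 uM) in RXFP1-transfected HEK293 cells with Ro 20174 present. EC50 from Hill-equation fits, with 29 nM porcine relaxin as 100% and buffer as basal.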
The depositor's hits bear a star; ? = inconclusive; . = no result given; & = joins results of further samples. Unless noted, calls come from the whole dose curve; as a rule, active = well fitted curve in the direction sought with a large enough effect; inconclusive = small, poorly fitted or top-dose-only effect, or another doubt; inactive = no such curve, though single readings can be large; an effect the other way counts as inactive or inconclusive. Some of the compounds tested; count on the stated rates, not on these rows.

SMILES	D1 ag	Vif-A3F inh	D2 potentiator	Vif-A3G inh	D1 antag	D1 PAM	LDHA block	Glioma ERSR ind	RXFP1 ag
COc1ccc(CC(=O)N2CCc3cc(OC)c(OC)cc3C2COc2ccc3c(C)cc(=O)oc3c2)cc1OC (stereo not given)	-1	-6%	17	3%	-1	0	-8	-4%	11%
O=C(CN(Cc1ccco1)S(=O)(=O)c1ccccc1)N/N=C/c1cccc(O)c1	0	-7%	-2	-1%	-3	0	0	-2%	0.8%
CN1CCCN(C(=O)CNC(=O)c2ccc(Cl)cc2Cl)CC1	.	5%	.	2%	.	.	-7	7%	.
CCCC(=O)N1CCN(c2ccc(NC(=S)NC(=O)CC)cc2)CC1	1	-4%	-3	-1%	-6	-1	-4	-4%	-1.7%
CC(C)C(NC(=O)C12CC3CC(CC(C3)C1)C2)C(=O)N/N=C/C1=C(N2CCOCC2)C(=C\c2ccc([N+](=O)[O-])cc2)/CC1 (stereo not given)	2	-11%	6	-10%	-1	-4	-2	-1%	0.2%
CCOc1ccc(NC(=O)N2CCN(C(=O)c3nsc4ccccc34)CC2)cc1	-1	2%	-3	5%	7	2	-1	-3%	6.2%
CCN(C(=O)C1CCCCC1)c1nnc(-c2cccnc2)s1	3	-3%	-9	1%	4	-7	-3	-2%	-0.4%
O=C(NCC(c1cccs1)N1CCOCC1)c1ccc(Cl)c(S(=O)(=O)N2CCOCC2)c1 (stereo not given)	0	4%	-8	0%	0	-2	-11	-3%	-5.7%
CCC(C)NC(=O)Nc1ccc2c(c1)N(C)C(=O)c1ccccc1S2 (stereo not given)	5	-18%	7	2%	6	3	-3	-5%	1.9%
O=C(NN=Cc1ccc2c(c1)OCO2)C1CC1	.	-12%	.	0%	.	.	-4	-1%	.

Overlap with the part before: three compounds; new compounds follow.
SMILES	D1 ag	Vif-A3F inh	D2 potentiator	Vif-A3G inh	D1 antag	D1 PAM	LDHA block	Glioma ERSR ind	RXFP1 ag
O=C(NCC(c1cccs1)N1CCOCC1)c1ccc(Cl)c(S(=O)(=O)N2CCOCC2)c1 (stereo not given)	0	4%	-8	0%	0	-2	-11	-3%	-5.7%
CCC(C)NC(=O)Nc1ccc2c(c1)N(C)C(=O)c1ccccc1S2 (stereo not given)	5	-18%	7	2%	6	3	-3	-5%	1.9%
O=C(NN=Cc1ccc2c(c1)OCO2)C1CC1	.	-12%	.	0%	.	.	-4	-1%	.
CN1C(=O)Cc2cc(S(=O)(=O)CCC(=O)Nc3ccccc3)ccc21	2	6%	-4	-2%	-24	-2	1	-4%	-0.4%
O=C(COC(=O)c1c(F)cccc1F)NC(=O)NCc1ccccc1	.	0%	.	2%	.	.	1	-5%	.
COc1ccc(C2CC(c3ccc(Cl)cc3Cl)n3nc(N)nc3N2)cc1 (stereo not given)	5	0%	13	-2%	17	5	-9	-3%	-0.5%
NC(=O)C1CCN(CC(=O)NC(=O)NC2CCCC2)CC1	2	-9%	-6	-5%	23	13	-4	1%	3.5%
CCCCCN(C(=O)CCC(=O)OCCOc1ccc(OCC)cc1)c1c(N)n(CCCC)c(=O)[nH]c1=O	2	4%	7	1%	-9	-2	-2	-3%	-0.3%
c1ccc(C2=Nn3c(nnc3-c3ccccn3)SC2)cc1	2	1%	-4	1%	2	-2	-1&5	-1%	1.3%
CCCNC(=O)Cn1cnc2sc(C(=O)N3CCN(CCC)CC3)c(C)c2c1=O	5	-11%	13	2%	-14	-5	-5	8%	6.8%
O=C(COC(=O)C1CC1)Nc1ccc2c(c1)OCO2	3	6%	7	0%	6	0	-5	2%	1.9%
Cc1ccc(OCc2ccc(C(=O)NNC(=S)NCC3CCCO3)o2)c([N+](=O)[O-])c1 (stereo not given)	2	1%	5	1%	5	-1	-1	-6%	-1.7%
CC(Sc1nnc2ccccn12)C(=O)NCc1ccc2c(c1)OCO2 (stereo not given)	3	1%	-3	0%	-3	0	-2	0%	8.6%
Cc1c(/C=N/NC(=O)CNc2ccccc2)c2ccccn2c1C(=O)c1ccc(Cl)cc1	5	-2%	-1	2%	4	7	-3	-5%	2.0%
Cc1ccc(S(=O)(=O)CCC(=O)NNC(=O)CN(C)S(=O)(=O)c2ccc(C)cc2)cc1	.	?	.	-4%	.	.	-1	-3%	.
CCc1ccc(CNC(=O)c2ccc(CS(=O)(=O)Cc3ccccc3C)o2)cc1	0	5%	2	-9%	-1	-1	0	-3%	-0.5%
CCCC/C(O)=N\S(=O)(=O)c1ccc(N=NN(C)C)cc1	1	3%	-1	-3%	2	-5	-1	-2%	-1.3%
Cc1cc2oc(=O)cc(-c3ccccc3)c2c(C)c1-c1ccc(C(F)(F)F)cc1	.	7%	.	3%	.	.	-5	-3%&-4%	.
O=C1c2cccnc2C(=O)N1CNc1ccc(Cl)cc1	-2	-1%	5	4%	1	-2	1	6%	4.8%
Cc1ccnc(SCC(=O)n2c3c(c4ccccc42)CC(C)CC3)n1 (stereo not given)	4	4%	26	-1%	20	4	-2	-1%	3.9%
Cc1ccc2nc(-c3ccc(NC(=O)Cc4ccccc4)cc3)sc2c1	4	-2%	-7	-3%	-7	0	-1	2%	22%
O=C1C2C3C=CC(C3)C2C(=O)N1c1ccc(-c2nc3ccccc3o2)cc1 (stereo not given)	3	1%	0	3%	-4	0	-1	-1%	-0.9%
Cn1cc(Cl)c(C(=O)N/N=C/c2ccc3c4c(cccc24)CC3)n1	3	-5%	-6	-1%	-14	-3	-2	2%	0.6%
CC1=NN(C(=O)c2ccoc2C)C(O)(C(F)(F)F)C1 (stereo not given)	4	-16%	6	0%	13	0	-3	-6%	1.7%
CCCCCCC(C)n1[nH]c(=O)c2c(C)cc(=O)[nH]c21 (stereo not given)	-2	-14%	0	1%	20	0	1	-2%	1.4%
Oc1ccccc1/C=N/Nc1cc(N2CCCC2)nc(N2CCCC2)n1	2	-2%	-16	-25%	5	2	21	4%	1.0%
CCOC(=O)Cc1csc(N/C(=N/S(=O)(=O)c2cc(Br)ccc2OCC)c2ccccc2)n1	0	-7%	9	-2%	3	-4	-2	-5%	-0.9%
NC(=O)[C@@H]1CCCNc2c(I)cc([N+](=O)[O-])cc2C(=O)N[C@@H](CCC(=O)O)C(=O)N[C@@H](CO)C(=O)N1	-1	0%	-1	2%	-2	0	8	-3%	0.5%
CCOC(=O)C1=NN(c2ccccc2C)C2=NC(C)=C(C(=O)OC)C(c3cccs3)N12 (stereo not given)	-2	-3%	2	2%	2	0	6	-6%	1.2%
Cc1ccc(C(=O)C2Oc3ccccc3C3CC(c4ccc(C)cc4)=NN23)cc1 (stereo not given)	0	1%	.	-2%	9	-7	1	7%	0.2%
Cc1cc2sc3ccc(C#CC4(O)CCCCC4)cc3c(=O)c2cc1C	.	1%	.	3%	.	.	0	-11%	.
Fc1ccccc1Cn1nnc(-c2ccc3c(c2)OCO3)n1	3	-14%	0	-4%	6	-4	-11	7%	0.2%
CCOC(=O)c1ccc(-c2ccc(/C=C(\C#N)C(=O)Nc3ccc(C)cc3OC)o2)cc1	2	-24%	-3	-6%	3	-2	-4	-2%	-2.4%
COc1cccc(C(=O)NC(C)c2cccc3ccccc23)c1OC (stereo not given)	11	18%	3	-7%	6	-4	1	-3%	3.7%
Cc1cccc(C)c1NC(=O)c1ccc2c(c1)CCN2S(C)(=O)=O	5	-12%	2	-8%	3	-4	-3	7%	-0.3%
COc1ccc(NC(=O)N2CCCC(CNS(=O)(=O)c3cccs3)C2)c(C)c1 (stereo not given)	0	10%	-7	1%	-24	-8	1	-3%	0.1%
Cc1cc(SC(C)C(=O)Nc2ncc(Cl)cc2Cl)nc2ccccc12 (stereo not given)	3	-13%	4	1%	8	-5	-1	3%	10.0%
COc1cccc(C(=O)COC(=O)CCCC(=O)NC2CCCCC2)c1	2	5%	8	2%	-9	1	-5	-4%	0.1%
CC1=CC(=C(C#N)c2nc3ccccc3s2)C=C(C)N1CC1CCCO1 (stereo not given)	43*	?	0	?	6	-6	-3	2%	-1.3%
COc1ccc2cc3c(N)nn(C(=O)Cc4c[nH]c5ccccc45)c3nc2c1	1	3%	3	-8%	18	4	-6	-9%	0.0%
O=C(O)Cc1ccc(NC(=O)c2ccc3c(c2)C(=O)N(Cc2ccco2)C3=O)cc1	2	-12%	0	2%	6	-8	-12	-2%	-0.8%
CC(CNC(=O)COC(=O)c1cccs1)c1ccccc1 (stereo not given)	1	-11%	3	-4%	-10	-3	-3	-3%	-0.2%
Cc1ccc(C(C)NC(=O)Cn2nc(C)c([N+](=O)[O-])c2C)cc1 (stereo not given)	10	-5%	-6	1%	-12	-9	-4	-2%	2.0%
CSC(=S)NN=C(C)c1cccc(C)n1	.	1%	.	-28%	.	.	0	-1%	.
CN(C(=O)c1c(Cl)nc2sccn12)C1CCCCC1	1	-6%	10	0%	-8	0	1	-3%	0.7%
COc1cccc(OCC(=O)NC2CCCCC2)c1	3	-6%	1	-2%	7	-3	-9	4%	1.4%
Cc1ccc2[nH]c(=O)c(-c3nc4ccccn4c3NCc3ccco3)cc2c1	8	-25%	11	-1%	0	-6	-8	0%	-0.6%
COP(=O)(OC)c1nc(-c2cccc3ccccc23)oc1NCCc1ccccc1	3	0%	-13	-9%	-4	10	-1	-5%	7.8%
CCSc1nc2ccccc2n1C(=O)c1ccc(S(=O)(=O)N2CCCCC2)cc1	0	-3%	9	-2%	-2	11	-8	2%	-1.8%
Cc1ccc2nc3c(cc(C(=O)NC4CCCC4)c(=N)n3C(C)C)c(=O)n2c1	-2	-9%	11	-1%	14	-1	-6	-3%	4.8%
Cc1cccc(C(=O)Nc2ccc(NC(=O)c3ccccc3)cc2)c1	1	10%	-7	-8%	7	4	0	1%	-4.1%
CSc1cccc(NC(=O)CCCOc2ccc(Cl)cc2Cl)c1	10	6%	-7	-12%	-4	-3	4	-4%	1.5%
